Bioassay records from PubChem.
M17LAP inhibition: P. falciparum M17LAP inhibitors, primary screen, biochemical, fluorogenic H-Leu-NHMec substrate, 1536-well (AID 1619); inhibition, % at 30 µM; hits with a dose series show IC50 in µM; recombinant M17LAP, H-Leu-NHMec fluorogenic kinetic assay; higher % means a stronger effect; Leucine aminopeptidase (Plasmodium falciparum (isolate 3D7)); 220,000 compounds, 0.38% hits;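 active means compound inhibiting the enzyme by more than half at any dose during confirmatory dose-response retesting; inconclusive means strong single-dose inhibitors picked by rank but not retested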;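 further: plate controls were full reaction with DMSO carrier for no effect and no enzyme background for full effect; strong numbers were not always called active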
TNAP activation fold: human TNAP enzyme activators, primary screen, biochemical, luminescent, no phosphate acceptor, uHTS (AID 1001). one-dose activation fold at 20 µM; EC50 in µM for titrated hits. 200,000 compounds, 0.03% hits. purified TNAP, luminescent activation assay, no phosphate acceptor; higher activation fold means a stronger effect; in the data active means activation fold from about 3, or a potency from the dose series; inactive means the rest, 99 in 100 with activation fold below about 1.6; further: many of its hits are not listed in these tables
P. falciparum M1AAP: P. falciparum M1AAP inhibitors, biochemical, fluorogenic H-Leu-NHMec substrate, 1536-well (AID 1445). Aminopeptidase N (Plasmodium falciparum (isolate 3D7)). recombinant M1AAP, H-Leu-NHMec fluorogenic kinetic assay; higher % means a stronger effect. one-dose inhibition, % at 30 µM; IC50 in µM for titrated hits. 220,000 compounds, 0.42% hits;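 active means primary inhibition above the hit cutoff, then over 50% inhibition at one or more dose response concentrations, cut at about 23% in these data, passing the limit was not always enough; inconclusive means conflicting primary data, or primary hits not chosen for dose response; inactive means low primary inhibition, or under 50% at every dose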;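 further: plate controls were DMSO full reaction for no effect and no enzyme background for full effect; strong numbers were not always called active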
XIAP displacement: XIAP antagonists, biochemical, IAP family, fluorescence polarization (AID 1018); displacement, % at 20 µM, or IC50 in µM where a hit was titrated; 200,000 compounds, 0.007% hits; E3 ubiquitin-protein ligase XIAP (Homo sapiens); XIAP BIR domain, fluorescence polarization peptide displacement; higher % means a stronger effect; in the data active means displacement above about 50%; further: a part of the inactive calls stands beside numbers as strong as those of hits
human PMI inhibition: inhibitors of human PMI, primary screen, biochemical, fluorescence intensity, coupled assay (AID 1209) | Mannose-6-phosphate isomerase (Homo sapiens) | purified PMI enzyme, coupled fluorescence intensity; higher % means a stronger effect | one-dose inhibition, % at 20 µM; IC50 in µM for titrated hits | 190,000 compounds, 0.42% hits;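 further: plate controls were DMSO vehicle for no effect and wells lacking substrate for full effect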
WT yeast gro inh: growth inhibition of WT strain, primary screen, mitochondrial fusion inhibitor project, WT and mutant strains, chemical genetic; mitochondrial fusion phenotypic screen; inhibition, % at 10 µM; 190,000 compounds, 2.1% hits; in the data active means inhibition above about 58%; tested in S. cerevisiae
Yfh1-depleted yeast: enhancers of respiration in Yfh1-depleted yeast, dose response, Friedreich's ataxia, plus single-dose screen (AID 1465) | S. cerevisiae Yfh1-off respiration, WST-1 reduction, 72 h; higher fold induction means a stronger effect | one-dose fold induction at 50 µM; EC50 in µM for titrated hits | 220,000 compounds, 0.074% hits;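 active means fold induction of absorbance versus untreated yeast above a set limit, then at least 30% activation at any dose in follow-up; inconclusive means repeats straddling the limit, or above it without dose testing; inactive means fold induction below the set limit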;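 further: activators that raise dye reduction in frataxin-depleted yeast; strong numbers were not always called active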
LYP inhibition: inhibitors of LYP phosphatase, biochemical, fluorescence intensity, uHTS (AID 1779); Tyrosine-protein phosphatase non-receptor type 22 (Homo sapiens); recombinant LYP phosphatase, fluorescence intensity; higher % means a stronger effect; one-dose inhibition, % at 11.5 µM; IC50 in µM for titrated hits; 290,000 compounds, 0.054% hits;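 further: plate controls were vehicle with enzyme for no effect and no enzyme for full effect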
PMI inhibition: human PMI inhibitors, high substrate, primary screen, biochemical, fluorescence intensity, high mannose 6-phosphate (AID 1220); Mannose-6-phosphate isomerase (Homo sapiens); recombinant PMI enzyme, coupled fluorescence intensity; higher % means a stronger effect; inhibition, % at 20 µM, or IC50 in µM where a hit was titrated; 190,000 compounds, 0.66% hits
WT yeast gro inh mutant strain: second read-out of WT yeast gro inh, no call of its own (marks repeat the call); inhibition, %; mitochondrial fusion phenotypic screen, mutant strain inhibition
* marks the source's active call; other numbers are inactive results; i = inactive; ? = inconclusive; nt = not tested or not shown. Unless noted, no stated cut-off is given here; in the data, active means inhibition above about 50%; inactive means the rest.

SMILES | M17LAP inhibition | TNAP activation fold | P. falciparum M1AAP | XIAP displacement | human PMI inhibition | WT yeast gro inh | WT yeast gro inh mutant strain | Yfh1-depleted yeast | LYP inhibition | PMI inhibition
Cc1occc1C(=O)NNC(=S)NCc1ccc(Cl)cc1 | 5.6% | 2 | 11.0% | -2.2% | -16.7% | -7.4 | -0.3 | i | -8.3% | -4.2%
CCS(=O)(=O)Nc1ccc(C(=O)c2ccccc2)cc1 | 42.0% | 1.1 | 1.7% | -13.2% | -9.7% | -17.5 | -5.1 | i | -3.6% | 1.4%
O=C(CN1CCN(Cc2ccccc2)CC1)NCC1COc2ccccc2O1 (stereo not given) | 17.0% | 1.1 | 8.1% | -0.3% | 1.3% | -2.6 | -0.8 | i | -7.8% | 4.6%
Cc1ccsc1C(=O)OCC(=O)Nc1cccc(S(=O)(=O)NC2=NCCCCC2)c1 | -2.8% | 1 | -5.9% | -4.8% | 0.2% | 4.7 | -6.0 | i | -4.3% | 3.5%
Cc1nc(C(F)(F)F)c(C(=O)NC(=O)Nc2ccccc2)s1 | 1.1% | 1 | -1.7% | -2.7% | 7.8% | 3.2 | 0.2 | i | -4.2% | 25.5%
O=C1c2ccccc2NC(c2ccc(Cl)cc2Cl)N1O (stereo not given) | -4.7% | 1.1 | 2.5% | -4.1% | -33.0% | 7.2 | 9.9 | i | -7.4% | -32.4%
CCOc1ccc(OC(=O)C(CCS(C)(=O)=O)N2C(=O)c3ccccc3C2=O)cc1 (stereo not given) | 4.7% | 1.1 | 8.9% | -3.0% | 11.6% | 7.1 | 12.1 | i | -6.5% | 11.1%
C/C(=N\N=C\c1ccc(N(C)C)cc1)c1cccc([N+](=O)[O-])c1 | 8.0% | 1.1 | 13.9% | -1.7% | -56.0% | 5.8 | 24.3 | i | -1.6% | -127.7%
O=C(CCCSc1nc2ccccc2[nH]1)Nc1nnc(-c2ccccc2)o1 | -1.1% | 1.1 | -0.6% | 0.3% | 7.0% | 13.6 | 7.3 | i | -8.3% | -4.5%
CC(C)c1cccc(C(C)C)c1NC(=O)c1ccccc1 | 8.7% | 1.1 | -0.7% | -3.1% | -5.4% | 0.4 | -2.2 | i | -5.0% | -3.2%
CCCCc1[nH]nc2c1C1(C(=O)N(CC)c3ccccc31)C(C#N)=C(N)O2 (stereo not given) | 7.1% | 1 | -3.3% | -7.4% | 8.7% | 3.1 | 12.3 | i | -1.5% | 7.3%
CCNCc1cc(Cl)cc(OC)c1OC(C)C | -16.3% | 1.1 | -4.5% | -6.3% | 9.9% | -12.3 | -2.6 | i | -4.1% | -3.6%
Cc1ccc(-n2ccc(=O)c(C(=O)O)n2)cc1 | 6.3% | 1.2 | 7.2% | -1.4% | 0.9% | -7.5 | -2.2 | i | -2.7% | -5.8%
CC1C(=O)CCC1(C(=O)O)c1ccccc1 (stereo not given) | -10.6% | 1.1 | -4.2% | 0.4% | -1.5% | -7.3 | -9.3 | i | -6.1% | -6.9%
COc1c(N2CCN(C(=S)NCc3ccccc3)C(C)C2)c(F)cc2c(=O)c(C(=O)O)cn(C3CC3)c12 (stereo not given) | -4.2% | 0.9 | 21.5% | -8.1% | 7.7% | -18.3 | -25.6 | ? | -10.0% | -7.4%
CCN(CC)Cc1ccccc1Sc1ccccc1 | 5.7% | 1 | 0.0% | -11.1% | -17.5% | 21.6 | 5.8 | i | -4.7% | -13.5%
COCCSc1nnc(NC(=O)c2cc(C(=O)OC)cc([N+](=O)[O-])c2)s1 | 60.2µM* | 1.1 | 4.6% | -0.6% | 3.8% | 11.7 | 9.3 | i | -3.5% | 2.4%
CCCOc1ccc(N2C(=O)CC(SC(=NC)Nc3ccc(F)cc3)C2=O)cc1 (stereo not given) | -7.4% | 1.1 | 1.4% | -22.5% | 8.8% | 15.4 | 14.7 | i | 5.7% | 7.3%
S=C(Nc1ccccc1)Nc1ccccc1-n1cccc1 | -5.6% | nt | -0.5% | nt | nt | nt | nt | i | -5.2% | nt
COc1ccc(-c2sc(NC(C)=O)nc2-c2ccccc2)cc1 | -8.2% | 1 | 5.2% | -7.5% | 5.2% | 1.4 | -2.3 | i | -4.7% | 6.3%
Cc1ccc(C(=O)NCCOc2cccc3cccnc23)cc1Cl | -2.5% | 1.1 | 1.1% | -4.3% | -0.8% | 9.6 | 17.0 | i | 3.7% | -10.2%
Cc1ccsc1-c1nc(CSCC(=O)NCCN2CCCC2)c(C)o1 | 2.6% | 1.1 | 7.5% | -2.6% | -4.0% | -0.8 | -2.5 | i | -7.2% | 23.2%
CCOC(=O)c1cc(C(=O)n2cc(Cl)cn2)nn1C | -13.8% | 1 | 2.5% | -0.8% | -8.5% | -20.4 | -15.4 | i | 5.9% | -9.7%
COc1ccc(CNC(=O)CCC(=O)Nc2nnc(CC(C)C)s2)cc1 | 6.0% | nt | 1.6% | nt | nt | nt | nt | i | -3.8% | nt
CCOc1cc(/C=C2\C(=O)NN(c3ccccc3)C2=O)cc([N+](=O)[O-])c1O | 53.7% | 0.8 | 29.3% | -1.1% | -30.5% | -13.4 | 9.0 | i | -1.3% | -15.8%

Further compounds
SMILES | M17LAP inhibition | TNAP activation fold | P. falciparum M1AAP | XIAP displacement | human PMI inhibition | WT yeast gro inh | WT yeast gro inh mutant strain | Yfh1-depleted yeast | LYP inhibition | PMI inhibition
CC1CCN(C(=O)CCc2nc3cc(S(=O)(=O)N(C)C)ccc3n2C)CC1 | -9.5% | 1.1 | 8.0% | -5.4% | 4.1% | 6.3 | -32.5 | i | -6.7% | -1.7%
COC(=O)c1cc2sc(Cl)cc2n1CC(=O)Nc1ccc(OC)c(OC)c1OC | -5.6% | 1.1 | 8.2% | -1.7% | 11.3% | -7.3 | -6.6 | i | 3.9% | 13.9%
COc1cc2c(cc1Cl)C(=O)C(F)(c1ccccc1)C(=O)N2 (stereo not given) | 3.1% | nt | 6.0% | nt | nt | nt | nt | i | -3.2% | nt
N#C/C(=N\Nc1ccc(Cl)cc1)C(=O)c1ccsc1 | 4.0% | nt | 18.8% | nt | nt | nt | nt | i | 1.1% | nt
COc1ccc(N2C(=S)N=C(Nc3ccccc3)C23CCCCC3)cc1 | -2.7% | 1.1 | -0.7% | -6.8% | 5.0% | -3.8 | 0.3 | nt | -11.4% | 2.5%
CCCn1nnnc1SCC(=O)NCc1cccs1 | 1.2% | 1.1 | 4.5% | -4.5% | -4.2% | 5.8 | 12.1 | i | -2.6% | 2.3%
Cc1cccc(NC(=O)C2CCCN2C(=O)Oc2ccccc2)c1C (stereo not given) | 10.9% | 1.1 | 12.0% | -3.0% | 7.4% | -16.3 | -7.9 | i | -4.2% | 8.4%
O=C(COc1ccccc1/C=C1/NC(=O)NC1=O)Nc1ccccc1 | 5.5% | 1.1 | 16.8% | 2.0% | 1.4% | -11.2 | 8.3 | i | 0.3% | 14.8%
CCc1cc2c(=O)c(-c3cscn3)coc2cc1OC | nt | 1.1 | nt | -3.3% | 3.2% | nt | nt | nt | -15.0% | 5.9%
CC(NC(=O)c1cc(Br)ccc1Cl)c1ccccc1 (stereo not given) | -1.8% | nt | 1.4% | nt | nt | nt | nt | i | -4.9% | nt
O=C1CC(c2ccc(F)cc2)C(n2cncn2)C(O)=C1C1NCCc2ccccc21 (stereo not given) | 2.7% | 1 | -2.2% | -5.3% | 13.9% | 2.5 | -1.0 | i | 1.3% | 19.0%
Nc1nc2ccc(N3CCOCC3)cc2s1 | 5.6% | 1.1 | 2.3% | -1.0% | 12.0% | -2.9 | 5.2 | i | -12.1% | 15.3%
O=C(NN1C(=O)c2ccccc2NC1c1ccccn1)c1ccccc1 (stereo not given) | -18.3% | 1.1 | 81.1µM* | -0.6% | 5.5% | -12.7 | -7.1 | i | -4.0% | 5.9%
Cc1nc(Nc2nc3ccccc3o2)nc(C)c1C(=O)Nc1ccc(F)cc1 | -7.9% | 1.1 | -4.8% | -11.8% | 11.6% | -9.3 | -3.6 | i | -3.8% | 11.9%
C=CCO/N=C(/C)c1c(O)c(CC)c(-c2ccccc2)n(-c2ccccc2)c1=O | 22.9% | 1 | 5.9% | -2.7% | 16.3% | 17.6 | -5.8 | i | 0.1% | 15.3%
CCOC(=O)c1c(CC(C)C)csc1/N=C/C1C(=O)CC(C)(C)CC1=O | -4.4% | 0.9 | 4.2% | -5.0% | 10.6% | -0.9 | 6.7 | i | 2.8% | 21.0%
Cc1ccc(C)c(OCC(=O)N2CCOCC2)c1 | -2.3% | 1 | 0.1% | -2.6% | -6.2% | -5.3 | 5.5 | i | -0.9% | -7.5%
Cc1ccc(N2C(=O)C3C4CC(=O)C(c5ccccc54)C3C2=O)cc1 (stereo not given) | -7.6% | 1.1 | 2.6% | -4.0% | -0.1% | 4.0 | 3.0 | i | -7.9% | -12.8%
COc1ccc(S(=O)(=O)Nc2cccc(SC)c2)cc1OC | 1.4% | 1.1 | 0.1% | -1.0% | 2.8% | 9.4 | 5.4 | i | -0.8% | -1.4%
CC(C)(C(=O)Nc1nccs1)c1ccccc1 | 3.1% | 1 | 4.0% | -6.3% | -19.3% | -9.4 | -0.2 | i | -7.0% | -8.5%
CCC(CO)NCc1ccc(OC2CCCC2)cc1 (stereo not given) | -9.1% | 1.1 | -4.4% | -5.1% | -5.7% | -4.0 | -4.2 | i | -6.0% | -9.7%
CC1CN(c2nc(Nc3ccccc3)nc(N)c2[N+](=O)[O-])CC(C)O1 (stereo not given) | 27.0% | nt | 2.5% | nt | nt | nt | nt | i | -2.1% | nt
CCOc1cc(N2CCOCC2)c(OCC)cc1NC(=O)C1CCCC1 | -5.5% | 1 | 4.5% | -4.7% | 1.2% | 5.5 | -6.7 | i | 1.6% | -1.0%
O=C(CO/N=C/c1ccccc1OC(F)F)NC1CCCCC1 | -5.4% | 1 | 0.1% | -0.8% | 8.4% | -1.5 | 7.8 | i | -1.2% | 4.8%

Some entries already given, limited to WT yeast gro inh.
molecule	WT yeast gro inh
CC1C(=O)CCC1(C(=O)O)c1ccccc1 (stereo not given)	-7.3
COc1c(N2CCN(C(=S)NCc3ccccc3)C(C)C2)c(F)cc2c(=O)c(C(=O)O)cn(C3CC3)c12 (stereo not given)	-18.3
CCN(CC)Cc1ccccc1Sc1ccccc1	21.6
COCCSc1nnc(NC(=O)c2cc(C(=O)OC)cc([N+](=O)[O-])c2)s1	11.7
